Bioassay records as filed in PubChem.
AMA1-RON2 inh: inhibitors of Plasmodium falciparum AMA1-RON2 interaction; AlphaScreen AMA1-biotinylated RON2 peptide binding; Potency, µM (series often up to 58.2 µM), for the others: top-dose activity change, negative = inhibition, usual class: inhibitors; 360,000 compounds, 0.2% hits; AID 720542;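 also: potency is read from the fitted curve at half-maximal effect; 0% = vehicle wells and -100% = peptide control; nearly all actives have a fitted effect of over 45% in size; some results filed as inactive show a strong effect at the top dose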
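AMA1 (3D7) with his tag at 25 nM final met compounds first, then biotinylated RON2 peptide at 25 nM; detection used donor plus acceptor beads, 10 µg/mL apiece, read by AlphaScreen after 30 min at room temperature.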
HCV inhibitor: blocks hepatitis C virus; AID 651820; Huh7.5.1 HCVcc-Cre infection, luciferase reporter, 44 h; Potency, µM (series often up to 41.8 µM), without a hit: at the top dose activity change, negative = inhibition, hits mostly inhibitors; 340,000 compounds, 3.4% hits; also: potency is read from the fitted curve at half-maximal effect
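Cells (1,000/well) were plated 4 h before compound, then infected with HCVcc-Cre virus (~0.5 moi). After 44 h further culture, infection was read as luciferase luminescence following a 15 min substrate incubation at room temperature.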
LmPK inhibitor: blocks Leishmania mexicana pyruvate kinase activity; Potency, µM (top dose mostly 57.5 µM), for the others: at the highest dose activity change, negative = inhibition, hits mostly inhibitors; 290,000 compounds, 0.37% hits; purified LmPK, Kinase-Glo ATP luminescence, 1 h; AID 1721; Q27686; also: potency is read from the fitted curve at half-maximal effect
Target sequence (Q27686 whole entry, looked up): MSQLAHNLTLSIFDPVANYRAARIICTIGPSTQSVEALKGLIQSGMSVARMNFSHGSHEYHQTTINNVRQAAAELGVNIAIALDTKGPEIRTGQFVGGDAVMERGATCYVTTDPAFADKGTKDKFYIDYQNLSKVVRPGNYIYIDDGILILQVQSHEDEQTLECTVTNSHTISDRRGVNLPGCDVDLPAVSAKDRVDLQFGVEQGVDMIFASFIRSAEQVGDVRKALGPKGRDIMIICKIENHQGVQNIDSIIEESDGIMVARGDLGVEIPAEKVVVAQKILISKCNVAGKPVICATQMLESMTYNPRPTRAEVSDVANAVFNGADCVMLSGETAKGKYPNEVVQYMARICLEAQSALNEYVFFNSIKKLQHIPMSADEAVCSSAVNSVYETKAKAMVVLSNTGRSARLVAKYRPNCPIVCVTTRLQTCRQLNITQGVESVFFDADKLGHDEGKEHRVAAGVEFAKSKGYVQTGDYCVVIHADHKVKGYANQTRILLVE
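Kinase-Glo luminescence read after 1 h RT reaction of 0.1 nM LmPK with 0.5 mM PEP and 0.1 mM ADP. Activity scaled between uninhibited and enzyme-free controls.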
AmpC detergent: AmpC beta-lactamase inhibition with detergent present; P00811; AmpC hydrolysis of nitrocefin, absorbance 480 nm, 0.01% Triton; Potency, µM (top dose mostly 114 µM), inactives show at the highest dose activity change, negative = inhibition, usual class: inhibitors; 370,000 compounds, 0.041% hits;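 also: potency is read from the fitted curve at half-maximal effect; 0% = no-compound wells and -100% = no-enzyme wells; nearly all actives have a fitted effect of over 25% in size; some results filed as inactive show a strong effect at the top dose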
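20 mM phosphate pH 7.0 + 0.01% (detergent screen) or 0.0001% Triton X-100; 5.3 nM AmpC reagent; cpd preinc 15 min RT; nitrocefin (800 uM stock) to start; A480 q20 s × 4 min; Activity was normalised to no-enzyme and no-compound control wells.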
TbPYK inhibitor: T. brucei pyruvate kinase inhibition. TbPYK enzyme, Kinase-Glo Plus ATP luminescence, 45 min. Potency, µM (series often up to 76.8 µM), for the others: top-dose activity, negative = inhibition, actives largely listed as inhibitors. 410,000 compounds, 0.12% hits. AID 624173; also: potency is read from the fitted curve at half-maximal effect; nearly all actives have a fitted effect of over 50% in size
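Readout: single end-point luminescence (Kinase-Glo Plus, 10 min). Reaction conditions were TbPYK/substrate plus 130 uM ADP, 45 min at RT, pH 7.2 TEA buffer. No-enzyme wells served as controls, and data were normalized before concentration-response fitting.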
HCMV antiviral: inhibitors of human cytomegalovirus | HFF cells, HCMV-luciferase reporter, 72 h; hits give low values | activity change, negative = inhibition, % at 57.5 µM | 410,000 compounds, 4.5% hits | AID 1259415; in the data active = activity change below about -60%; inconclusive = no clear call, values can overlap the other calls; inactive = above about -39%
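Cell-based, HFFs, 1000 cells/well, 16 h 37C; cpds in DMSO + HCMV-luc, MOI 1 PFU/cell; 72 h 37C; OneGlo luminescence after 5 min RT; norm. to buffer vs Salinomycin 10uM.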
AmpC inh no detg: AmpC beta-lactamase inhibition without detergent; P00811; AmpC nitrocefin hydrolysis, absorbance 480 nm, 0.0001% Triton; Potency, µM (highest dose often 57.1 µM), without a hit: top-dose activity change, negative = inhibition, actives largely listed as inhibitors; 330,000 compounds, 0.52% hits; AID 485341;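 also: potency is read from the fitted curve at half-maximal effect; plate controls were no compound for no effect and no enzyme for full effect; nearly all actives have a fitted effect of over 20% in size; some results filed as inactive show a strong effect at the top dose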
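20 mM phosphate pH 7.0 + 0.01% (detergent screen) or 0.0001% Triton X-100; 5.3 nM AmpC reagent; cpd preinc 15 min RT; nitrocefin (800 uM stock) to start; A480 q20 s × 4 min; Activity was normalised to no-enzyme and no-compound control wells.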
* marks the source's active call; other numbers are inactive results; u = inconclusive; x = no result given; [ ] = remark or other dose. Unless noted, calls follow the shape of the dose curve; as a rule, active = well fitted curve in the direction sought with a large enough effect; inconclusive = small, poorly fitted or top-dose-only effect, or another doubt; inactive = no such curve, though single readings can be large; an effect the other way counts as inactive or inconclusive. Unless noted, % is scaled to controls: 0 for no effect and ±100 for the full control effect. No enrichment for hits; any-hit rate near 7.5%.

no.	Structure	HCV inhibitor	LmPK inhibitor	AmpC inh no detg	TbPYK inhibitor	AMA1-RON2 inh	AmpC detergent	HCMV antiviral
1	[N-]=[N+]=NCC/C=C\C1NS(=O)(=O)OCC1O (stereo not drawn)	5%	1%	-7%	-2%	0%	-6%	11
2	CCCN(CC(=O)Nc1ccccc1C)C(=O)COC(=O)c1cnc(C)cn1	23%	x	x	6%	-20%	x	-18
3	C=CCOc1ccc(C2C(C(=O)c3ccco3)=C(O)C(=O)N2Cc2cccnc2)cc1 (stereo not drawn)	-9%	-3%	-17%	2%	32%[activator]	-12%	12
4	CN(CCO)C1=NS(=O)(=O)c2cc([N+](=O)[O-])ccc21	u	-3%	-21%	3%	-2%	7%	-39
5	Cc1ccccc1Cn1c(=N)n(CC(O)c2ccco2)c2ccccc21 (stereo not drawn)	u	1%	0%	-1%	u	-8%	-6
6	C#CCN(N(C)c1ncc(C(F)(F)F)cc1Cl)S(=O)(=O)c1ccc2ccccc2c1	-27%	-2%	-14%	3%	-1%	6%	-28
7	CCn1c(=O)c2sccc2n(CC(=O)NCCC2=CCCCC2)c1=O	2%	-9%	-11%	-5%	-6%	1%	u
8	CC(C)(C)C1(c2ccccc2)NC(=O)N(CC(=O)N2CCOCC2)C1=O (stereo not drawn)	-1%	1%	x	x	-9%	-1%	-8
9	Cn1c(CCCOc2ccc(Cl)cc2Cl)nnc1SCC(=O)Nc1ccc(F)c(Cl)c1	1%	1%	-17%	-7%	1%	-12%	55
10	O=S(=O)(NCCCSc1ccccc1)c1ccccc1F	5%	3%	-26%	-6%	-2%	3%	-26
11	COc1ccccc1N(CC(=O)NC1CC2CCC1C2)S(=O)(=O)c1ccc(C)cc1 (stereo not drawn)	u	6%	57%	-8%	-3%	-5%	-26
12	Cc1nnc(NC(=O)CSc2nnc3ncccn23)s1	26%	-1%	-9%	2%	17%	-5%	u
13	COCCNC(=S)N1CCC(c2nc(-c3ccc(F)cc3)no2)CC1	u	0%	-13%	-7%	-2%	-9%	u
14	COCCNS(=O)(=O)c1ccccc1	1%	-1%	-7%	-3%	-2%	-2%	-5
15	Cc1c(Cl)cccc1NC(=O)c1cnc2sc(N3CCOCC3)nn2c1=O	x	x	x	3%	x	-6%	-5
16	COc1cc(NC(=O)CCNS(=O)(=O)c2ccc3c(c2)CCC(=O)N3)cc(OC)c1	43%[activator]	-2%	-28%	-2%	0%	u	-26
17	COc1cc2nc(-c3ccccc3)nc(N3CCCC3)c2cc1OC	x	2%	-12%	x	x	-8%	-34
18	Cc1ccc2nc(C(=O)O)c(C(=O)O)nc2c1	5%	7%	-17%	0%	-10%	2%	38
19	O=C(Nc1ccc(Cl)c(Cl)c1)Nc1cc(C(=O)NC2CC2)ccc1Cl	u	2%	-33%	x	x	3%	x
20	Cc1cccc(C(=O)NNC(=O)C(=O)NC(C)(C)C)c1	15%	-4%	-22%	5%	16%	3%	45
21	O=C(O)c1c2c(nc3ccc(F)cc13)CCC2	5%	5%	-14%	6%	2%	-3%	10
22	COc1ccc(OC)c(S(=O)(=O)N2CCC(n3c(C)nc4cccnc43)CC2)c1	x	x	x	1%	x	3%	4
23	COCCn1c(SCC(=O)N2CCN(c3ccccc3)CC2)nc2c(c1=O)SC(C)C2 (stereo not drawn)	9%	5%	75%[activator]	8%	-9%	0%	-20
24	CCCn1c(O)c2ccc(C(=O)N=NC(=O)c3cccnc3)cc2c1O	4%	0%	-5%	2%	14%	-1%	-32
25	CCCCCOc1ccc(C2NC(=O)NC2=O)cc1 (stereo not drawn)	12%	3%	-8%	13%	-9%	u	-15

Next results follow:
no.	Structure	HCV inhibitor	LmPK inhibitor	AmpC inh no detg	TbPYK inhibitor	AMA1-RON2 inh	AmpC detergent	HCMV antiviral
26	COc1cccc(C(=O)O[C@H]2[C@H](C)NS(=O)(=O)[C@H]3C[C@@H]4C=C[C@]23O4)c1	43%[activator]	x	1%	-3%	6%	-10%	3
27	CC(C(=O)Nc1cccc([N+](=O)[O-])c1)n1nnc2ccccc21 (stereo not drawn)	-5%	2%	-36%	-7%	4%	0%	-20
28	COC(=O)C(O)(c1ccc(NC(=S)NC(=O)c2ccc(Cl)cc2Cl)cc1)C(F)(F)F (stereo not drawn)	u	-1%	-19%	1%	26%	-1%	-8
29	NS(=O)(=O)c1ccc(NC(CNS(=O)(=O)c2ccccc2)c2ccccc2)cc1 (stereo not drawn)	-8%	14%	-37%	0%	-8%	3%	-22
30	CC(C)(C)c1cccc(OCCCSc2ncccn2)c1	-10%	0%	2%	6%	20%	u	29
31	O=C(CCCOc1ccc(Cl)cc1Cl)NNC(=O)C1CCC1	3%	2%	-5%	2%	138%[activator]	4%	1
32	CSc1ccc(CCNC(=O)CCCn2c(=O)c3cccn3c3ccccc32)cc1	x	x	x	-4%	x	22%	-15
33	CCC(C)NC(=O)c1nn(-c2ccc(C)cc2)nc1CO (stereo not drawn)	x	x	x	6%	x	23%	44
34	COc1ccc(/C=C/C(=O)c2oc3ccc(F)cc3c2C)cc1	-8%	0%	-43%	-12%	-15%	u	x
35	CC(=O)Nc1sc2c(c1C(N)=O)CCCC2	-5%	2%	-16%	-7%	4%	1%	-17
36	CCc1nc(N2CCN(C(=S)NCCCOC)CC2)c2c3c(sc2n1)CCCC3	u	-5%	159%[activator]	-2%	0%	1%	-64*
37	CCOC(=O)C1(C)CCN1C(=O)c1ccoc1 (stereo not drawn)	x	x	x	4%	8%	x	3
